Keap1 Nrf2 FP = Keap1-Nrf2 (human) interaction inhibition; Q14145; Keap1 Kelch-Nrf2 peptide fluorescence polarization, 1536-well; inhibition, % at 9.4 µM; hit rate 0.15% among 340,000; in the data active = inhibition above about 12%;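 also: human Keap1 Kelch domain with fluorescein labeled Nrf2 9mer peptide probe; 0% = neutral control wells and 100% = peptide positive control; higher means more block of Keap1 binding to Nrf2 peptide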
DAGLB inhibitor = diacylglycerol lipase beta (human) inhibition. HEK293T DAGLB membrane lysate, EnzChek fluorogenic substrate. Q8NCG7. hit rate 0.059% among 340,000. AID 504411. inhibition, % at 5.17 µM; in the data active = inhibition above about 34%;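 also: 0% = enzyme with vehicle and 100% = wells lacking enzyme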
Target sequence (Q8NCG7 whole entry, looked up): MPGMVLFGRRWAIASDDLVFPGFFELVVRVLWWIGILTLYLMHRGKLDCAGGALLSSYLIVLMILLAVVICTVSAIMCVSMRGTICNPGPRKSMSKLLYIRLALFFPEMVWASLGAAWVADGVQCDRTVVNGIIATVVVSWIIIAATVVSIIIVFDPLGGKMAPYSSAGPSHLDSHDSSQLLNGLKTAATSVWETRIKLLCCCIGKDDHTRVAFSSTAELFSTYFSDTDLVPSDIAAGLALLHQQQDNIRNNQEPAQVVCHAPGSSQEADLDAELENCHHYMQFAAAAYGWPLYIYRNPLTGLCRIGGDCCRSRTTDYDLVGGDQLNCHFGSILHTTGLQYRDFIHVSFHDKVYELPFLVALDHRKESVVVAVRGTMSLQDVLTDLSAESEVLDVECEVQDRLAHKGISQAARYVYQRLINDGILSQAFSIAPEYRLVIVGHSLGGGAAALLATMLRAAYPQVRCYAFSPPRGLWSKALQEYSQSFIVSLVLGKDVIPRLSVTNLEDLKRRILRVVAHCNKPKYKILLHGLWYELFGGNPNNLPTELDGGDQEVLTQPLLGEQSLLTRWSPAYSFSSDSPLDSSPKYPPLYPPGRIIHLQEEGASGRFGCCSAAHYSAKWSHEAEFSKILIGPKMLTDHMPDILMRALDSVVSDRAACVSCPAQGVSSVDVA
SR-BI DiI-HDL act = SR-BI HDL lipid transfer activation. activation, % at 12.5 µM. AID 504775. hit rate 0.096% among 320,000. CHO ldlA[mSR-BI] cells, DiI-HDL uptake fluorescence, 3 h; 100 = double the neutral-control signal;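 active = mean replicate activation of at least 60% and every replicate at or above 60%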;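 also: 0% = median plate neutral-control signal and 100% = twice that signal; values of inactives mirror those of a sister screen read the other way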
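Assay system: LDL receptor-deficient CHO ldlA cells overexpressing murine SR-BI / Medium: BSA-supplemented, HEPES-buffered Ham's F12, pH 7.4 / Probe or stimulus: DiI-labelled HDL at 10 µg/mL final / Timing: compound with DiI-HDL co-incubation, 3 h at 37 °C / Technique: bottom-read cell fluorescence after medium removal, ex 550/em 595 nm / Measure: HDL uptake via cellular fluorescence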
Arr AP2 block = blocks beta-arrestin peptide binding to AP2 adaptin; hit rate 0.31% among 340,000; FITC-arrestin peptide / GST-AP2 beads, flow cytometry; AP2 beta2 appendage carries R879A mutation; inhibition, % at 10 µM; AID 504490;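 active = inhibition above a set limit, near 3 SD of compounds lacking own fluorescence, cut at about 54% in these data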;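 also: plate controls were DMSO wells for no effect and 5 µM unlabelled arrestin peptide for full effect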
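System: GST-tagged AP2 beta2-adaptin appendage (R879A) on 4 µm glutathione beads / Reagent: FITC-arrestin peptide, 50 nM / Detection: HyperCyt-sampled flow cytometry, FL1 channel, ex 488/em 535 nm / Timing: 12 min plus 1 h, RT / Buffer or medium: PBS plus Tween 20 (0.05%) and BSA (0.1%)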
RTF Ca sens inh = cardiac RTF calcium desensitization. IANBD-labeled cardiac RTF, Ca2+ fluorescence. P19429+P45379. AID 493244. hit rate 0.12% among 340,000. inhibition, % at 7.15 µM;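 active = inhibition above the mean inhibition of all tested compounds plus 3 SD, cut at about 17% in these data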;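 also: assay run at fixed EC70 calcium of 1.6 mM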
PvdQ inh = blocks Pseudomonas aeruginosa PvdQ acylase activity. hit rate 0.063% among 340,000. purified PvdQ acylase, fluorescence plate reader. inhibition, % at 10 µM; in the data active = inhibition above about 30%, passing the limit was not always enough;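 also: 0% = vehicle neutral wells and 100% = reference inhibitor wells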
C-LANA FP = inhibitors of KSHV LANA C-terminal domain DNA binding; MBP-C-LANA/FAM-LBS DNA binding, fluorescence polarization; inhibition, % at 9 µM; hit rate 0.078% among 340,000;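 active = highest replicate inhibition at or above 60% at 9 µM, even if other replicates fall short; inactive = all replicates below 60% inhibition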;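 also: 0% = neutral control wells and 100% = 4 µM acridine orange control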
SR-BI HDL uptake = mouse SR-BI HDL lipid transfer inhibition. Q61009. ldlA[mSR-BI] CHO cells, DiI-HDL uptake fluorescence, 3 h. inhibition, % at 12.5 µM. hit rate 0.96% among 320,000. AID 488896;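 active = mean replicate inhibition of at least 70% and a set share of replicates each scoring 70 or more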;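 also: 0% = median of neutral control wells and 100% = median of positive control wells; values of inactives mirror those of a sister screen read the other way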
PKA-R2B act = activates the human PKA-R2B holoenzyme complex; activation, % at 11.4 µM; AID 504700; P22694+P31323; hit rate 0.079% among 340,000; PKA-R2B holoenzyme dissociation, Cy5-IP20 fluorescence polarization; R2B truncated from residue 108, S112A mutant; 0% DMSO only, 100% 113 µM cGMP;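 active = activation above a cutoff set at the mean over all compounds plus 3 SD, cut at about 18% in these data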;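 also: higher means more holoenzyme dissociation and a rise in polarization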
Target sequence (P31323 whole entry, looked up, other chains not shown, the tested form may be a part): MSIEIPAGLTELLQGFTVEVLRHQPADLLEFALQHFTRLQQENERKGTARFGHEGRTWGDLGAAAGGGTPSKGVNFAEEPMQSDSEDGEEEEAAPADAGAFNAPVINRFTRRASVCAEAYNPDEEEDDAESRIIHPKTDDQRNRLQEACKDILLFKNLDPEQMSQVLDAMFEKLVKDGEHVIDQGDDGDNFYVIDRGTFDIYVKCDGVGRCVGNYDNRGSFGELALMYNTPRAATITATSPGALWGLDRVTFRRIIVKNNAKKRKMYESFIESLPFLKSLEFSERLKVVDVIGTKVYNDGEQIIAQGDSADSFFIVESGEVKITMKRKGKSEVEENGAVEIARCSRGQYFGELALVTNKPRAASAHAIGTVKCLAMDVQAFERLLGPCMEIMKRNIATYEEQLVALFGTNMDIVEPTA
NSD2 HMT inh = NSD2 (human) methyltransferase inhibition. NSD2 peptide methylation, AlphaScreen, 120 min. inhibition, % at 12.5 µM. hit rate 0.54% among 310,000. O96028; in the data active = inhibition above about 50%
The depositor's hits bear a star; / = no result given.

SMILES	Keap1 Nrf2 FP	DAGLB inhibitor	SR-BI DiI-HDL act	Arr AP2 block	RTF Ca sens inh	PvdQ inh	C-LANA FP	SR-BI HDL uptake	PKA-R2B act	NSD2 HMT inh
CC[n+]1c(/C=C(\C)OC)sc2ccccc21	-7	2	17	12	10	-4	-0.3	-17	-4	-1
N/C(=N\OC(=O)Cc1ccccc1[N+](=O)[O-])c1cccnc1	-6	1	-8	-21	0	-16	4.6	8	-1	/
CCOc1ccnc(OCC)c1Br	-2	-2	7	4	-2	-12	2.2	-7	3	-3
COc1ccc(C(=O)NCc2ccc(-c3nc4ccccc4s3)cc2)cc1	-1	-4	2	-6	3	-11	0.0	-2	4	6
Clc1cccc(OCCn2cncn2)c1Cl	-2	2	/	-2	-2	-16	1.5	/	1	/
COc1ccc(NC(=O)c2cc(-c3ccccc3)nc3c2c(C)nn3-c2ccccc2)c(OC)c1	-3	0	-88	11	4	4	0.3	88*	4	-1
O=C(CSc1nc2ccccc2c(=O)n1-c1ccccc1F)NC1CC1	-6	1	14	4	-9	-11	-0.3	-14	-6	0
COc1ccc(C(=O)N2CCN(c3ccccc3)CC2)cc1S(=O)(=O)N1CCOCC1	-3	1	-3	-11	4	-11	-1.5	3	-3	1
N=c1n(CCO)c2ccccc2n1CCOc1ccc(Cl)cc1Cl	0	4	-6	0	-4	-13	-0.7	6	4	/
CO/N=C(\N)c1nonc1N	-4	0	24	5	-4	-10	1.0	-24	-6	-2
C[C@]12c3[nH]c4ccc(Cl)cc4c3CCN1C(=O)[C@@H](CC(=O)NCCN1CCOCC1)C[C@@H]2C(=O)N1CCOCC1	-3	-3	15	-6	-2	-3	1.9	-15	-10	/
COc1cc(C(=O)O)ccc1OCc1ccncc1	-1	1	/	0	-13	-9	1.9	/	0	8
CCCC(C)C(=O)Nc1ccc(Cl)cn1 (centres undefined)	1	-5	-11	-2	-20	-9	0.6	11	-15	-2
COc1ccc(Nc2cc(C)nc(N3CCOCC3)n2)cc1	-5	0	-17	8	5	1	-1.4	17	-12	/
Cc1ccc(CNC(=O)Cn2cnc3c(NC(=O)OCc4ccccc4)ncnc32)o1	-3	-4	1	8	4	-10	0.9	-1	-6	/
CCCNC(=S)Nc1ccc(Br)cc1	-4	-3	-13	3	-1	-11	-0.6	13	-4	1
COc1ccc(OCC(O)CNCCNc2nccc(C(F)(F)F)n2)cc1 (centres undefined)	-2	-2	-4	-8	-2	-6	0.6	4	0	-2
CCOC(=O)C1=C(C)OC(N)=C(C#N)C1c1cccc(C)c1 (centres undefined)	-2	3	4	4	2	-1	1.4	-4	-2	-8
Cc1cccn2cc(-c3cccc(S(=O)(=O)N4CC(C)OC(C)C4)c3)nc12 (centres undefined)	7	-4	-8	6	-4	12	-0.4	8	4	1
CCOC(=O)CSC1=C(C#N)C(c2ccc(C)s2)CC(=O)N1 (centres undefined)	-2	0	-24	8	-6	-4	-0.1	24	0	3
N#CCCN1CCN(S(=O)(=O)c2ccc3c(c2)CCC3)CC1	-5	3	/	15	3	-3	-1.2	/	-1	0
C=C(C)C1CC=C(C)/C(=N/NC(=O)c2ccc(NC(=O)CC)cc2)C1 (centres undefined)	-3	-1	1	-1	3	4	0.0	-1	-1	6
CC(C)(C)NC(=O)c1cccc(NC(=O)c2ccc(NC(=O)c3ccco3)cc2)c1	-3	-2	-64	16	-12	11	-0.8	64	-7	-6
Cc1ccccc1C(=O)OCC(=O)N(C)c1ccccc1	-1	-2	8	-7	-3	-18	-1.7	-8	9	-6
CCN(c1ccccc1)S(=O)(=O)c1ccc(Cl)c(C(=O)O)c1	0	0	32	2	1	-12	0.6	-32	2	-3

Next section.
SMILES	Keap1 Nrf2 FP	DAGLB inhibitor	SR-BI DiI-HDL act	Arr AP2 block	RTF Ca sens inh	PvdQ inh	C-LANA FP	SR-BI HDL uptake	PKA-R2B act	NSD2 HMT inh
CSc1ccc(CN(C)C(=O)c2cc(S(=O)(=O)NCc3ccccc3)ccc2C)cc1	-1	0	-24	3	-6	-9	-1.5	24	-3	2
COc1ccc(N2CCN(S(=O)(=O)c3c[nH]c(=O)[nH]c3=O)CC2)cc1	-2	0	12	-4	2	-5	-0.6	-12	-7	3
COc1ccc(C)cc1N(C(=O)COc1ccccc1)c1nc2ccccc2s1	5	-4	-18	13	-11	0	-2.3	18	-3	-1
COc1ccccc1OCC(=O)NCCNC(=O)COc1ccccc1OC	-5	-4	-50	21	2	-2	0.2	50	-8	0
O=C(CN1C(=O)COc2ccccc21)N1CCCc2ccccc21	-3	0	19	-8	-2	-8	-1.3	-19	7	-3
CCC1CCCCN1C(=O)COc1ccc2c(c1)OCO2 (centres undefined)	0	3	7	5	-7	8	-1.0	-7	6	2
COc1cc([N+](=O)[O-])ccc1NC(=S)Nc1cc(C(=O)OC(C)C)cc(C(=O)OC(C)C)c1	-2	1	-32	-18	-6	-17	0.1	32	-4	-3
CCOC(=O)N/N=C/c1c[nH]c2ccccc12	-2	0	7	-25	-9	-17	1.0	-7	-1	-2
OC(c1ccc(F)cc1)(C1CCCCC1)C(CN1CCOCC1)c1ccccc1 (centres undefined)	0	-8	10	-2	-2	-11	-1.5	-10	3	-1
Cc1onc(-c2ccccc2)c1C(=O)N(Cc1ccccn1)Cc1ccccn1	9	-6	12	8	-10	1	/	-12	-1	0
COc1ccc(N=N/C(=C\O)C(=O)c2cccs2)cc1	-2	7	-25	16	-15	20	-2.0	25	-7	4
COc1ccccc1NCC(=O)NN=C1CCS(=O)(=O)c2ccc(F)cc21	-5	-2	-27	10	-6	0	-1.6	27	-18	5
CC(=O)c1ccc(OC(=O)c2cccs2)cc1	-1	1	9	-1	-9	0	-1.8	-9	-9	1
CN1CCN(C(=O)Nc2ccccc2CC[N+](=O)[O-])CC1	-1	-1	15	49	0	-1	1.3	-15	8	3
COc1cccc(CNC(=O)CCS(=O)(=O)c2cccc3nonc23)c1	-1	0	-2	6	-5	7	-1.7	2	-8	/
CN1CCC(C(=O)C(=O)O)C1=O (centres undefined)	-2	-1	19	5	-8	10	12	-19	-2	1
CCc1nn2c(N(C)CCO)cc(C)nc2c1-c1ccc(F)cc1	-5	1	3	-19	-3	-9	1.8	-3	18	2
COc1cccc(CNC(=O)CCC2CCCN(C(=O)c3cscn3)C2)c1 (centres undefined)	0	-2	/	18	-2	4	-0.9	/	0	-1
CCc1ccc(S(=O)(=O)NCc2csc(C)n2)cc1	-6	-3	/	-5	-3	-14	0.3	/	17	2
Cc1ccc2nc(Cl)c(C3CC(c4ccco4)=NN3C(=O)CCCC(=O)O)cc2c1 (centres undefined)	-2	-2	/	-1	-5	-3	-1.9	/	4	0
CC(C)NC(=O)COc1ccc(OCc2ccccc2)cc1	-1	2	9	5	9	7	0.6	-9	3	0
COc1ccccc1C(=O)Nn1cnc2ccccc2c1=O	-3	-3	12	14	3	-9	-0.1	-12	-9	-1
CCCCn1c(SCC(=O)N2CCOCC2)nc2ccccc2c1=O	-9	0	-8	9	-4	-12	0.0	8	4	-2
O=C(c1noc2c1CCCCC2)N1CCOCC1	5	0	4	-2	-1	3	3.2	-4	3	49
Cn1cnnc1SCC(=O)NC1CC1	2	2	13	-7	-3	-13	0.8	-13	0	-2

The list continues:
SMILES	Keap1 Nrf2 FP	DAGLB inhibitor	SR-BI DiI-HDL act	Arr AP2 block	RTF Ca sens inh	PvdQ inh	C-LANA FP	SR-BI HDL uptake	PKA-R2B act	NSD2 HMT inh
CN1C(=O)C(O)(CC(=O)/C=C/c2ccco2)c2cc(Br)ccc21 (centres undefined)	-4	-1	40	14	1	4	-0.7	-40	5	5
C#CCNC(=O)C1=C[C@@H](c2csc3ccccc23)C[C@@H](OCc2ccc(CO)cc2)O1	-9	0	-26	-4	6	-7	1.1	26	-2	/
Cc1ccnc2nc(C(=O)OCCOc3cccc(Br)c3)nn12	8	0	-10	-1	-3	6	-0.2	10	-2	-2
COc1cnc(N(C)C)nc1Sc1cccc(Cl)c1	-7	0	/	6	-5	5	1.4	/	-7	-1
COc1ccc(CN(C(=O)COc2ccccc2)c2ccccc2C(=O)O)cc1	-3	0	15	6	-3	-7	1.5	-15	-1	-3
CCCCSc1oc(-c2ccco2)nc1S(=O)(=O)c1ccccc1	-4	-8	3	-9	2	-5	1.1	-3	-8	-2
CCCn1c(C2CCCN2c2nc(-c3ccc(OC)cc3)cs2)nc2ccccc21 (centres undefined)	-6	-5	-35	40	-3	-5	1.0	35	5	/
COC(=O)c1ccc(OC)c(OC)c1Cl	0	1	2	-19	-4	-12	2.0	-2	-10	8
Nc1nc(SCC(=O)c2cccc([N+](=O)[O-])c2)n[nH]1	-3	-1	33	6	-11	-2	-0.1	-33	-1	0
O=C(CCNC(=O)OCc1ccccc1)NC1CCCCCC1	-5	-3	-5	3	9	-18	-1.5	5	2	2
C/C(=N\NC(=O)c1cccnc1)c1ccc(OC2OCCOC2Oc2ccc(/C(C)=N/NC(=O)c3cccnc3)cc2)cc1 (centres undefined)	0	0	-24	47	-4	1	0.3	24	-3	34
CCOC(=O)COc1nc(-c2ccc(C)cc2)cc(-c2ccco2)c1C#N	-3	-4	-6	19	-11	-9	0.4	6	-2	-1
O=C(Cn1nnc(-c2ccccc2NC(=O)c2ccccc2)n1)Nc1ccc2c(c1)OCCO2	3	1	-12	11	-9	4	-0.1	12	-1	2
COc1ccc(-n2cnnc2SCC(=O)Nc2ccc(N3CCOCC3)cc2)cc1	-3	0	-22	-3	9	-8	3.0	22	-5	0
Cc1ccc(-c2csc(NC(=O)CCCc3cccs3)n2)cc1	-1	-2	1	2	-1	-5	2.3	-1	-3	-1
COc1ccc(CCNC(=O)c2cc3cccc(OC)c3oc2=O)cc1OC	-1	-2	4	-2	-1	-11	27	-4	-4	0
Cc1ccc(C)c(N2CCN(S(=O)(=O)c3ccc4c(c3)OCCO4)CC2)c1	-1	-16	3	2	0	-4	0.4	-3	-9	1
CN(C(=O)c1ccc(NC(=O)Cc2cccc(NC(=O)C3CCN(C(=O)C4CC4)CC3)c2)cc1)C1CC1	-3	-3	-20	16	-10	-19	0.0	20	-1	/
CN1CCC(=O)N([C@H](CO)Cc2ccccc2)CC1	-1	-2	24	-5	6	-2	-0.3	-24	-7	/

Screening results from PubChem BioAssay.
